# Compound activity as filed in PubChem BioAssay.
# Mito fusion yeast = qHTS Assay for Small Molecule Inhibitors of Mitochondrial Division or Activators of Mitochondrial Fusion; hit rate 0.23% among 320,000; S. cerevisiae fusion-defective mutant growth rescue, CellTiterGlo 48 h; Potency, µM (doses to about 46.1 µM), inactives show at the highest dose growth rescue (activation), most hits filed as activators;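 further: potency means the concentration at half of the fitted maximal effect; % of control where 0% means no effect; nearly all actives have a fitted effect of over 45% in size; temperature-sensitive fusion mutants such as fzo1-1 at 37 °C on non-fermentable ethanol glycerol medium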
#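 Growth-rescue viability read-out: after 48 h at the non-permissive 37C in glycerol/ethanol YPEG, yeast mitochondrial fusion mutants are measured by CellTiterGlo luminescence; compounds (23 nl pinned per well) restoring growth score as division inhibitors or fusion activators.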
# MBNL1 CUG block = qHTS Assay for Inhibitors of MBNL1-poly(CUG) RNA binding; Muscleblind-like protein 1 (Homo sapiens), Q9NR56; TR-FRET MBNL1-His/biotin-(CUG)12 binding, 665/545 ratio; Potency, µM (series often up to 57.5 µM), inactives show at the highest dose activity change, negative = inhibition, most hits filed as inhibitors; hit rate 0.036% among 280,000; active means well fitted inhibition curve with a large enough effect in the signal ratio, with a control signal flat, not every such curve was filed as active; inconclusive means small, poorly fitted or top-dose-only effect, or effect the other way, or a change in a side signal; inactive means no such curve, though single readings can be large or run the other way; the % refers to the signal ratio; further: potency means the concentration at half of the fitted maximal effect; on the % scale 0 is the no-effect control and ±100 the full control effect
#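 Compounds (final 92 nM to 58 uM) are added to His-tagged MBNL1 and biotin-(CUG)12, then terbium anti-His antibody and streptavidin-XL665 (5 nM final). After 60 min at room temperature, the 665/545 nm ratio is read.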
# CXXC DNA block = qHTS Fluorescence Polarization Assay for Inhibitors of MLL CXXC domain - DNA interaction; hit rate 0.037% among 290,000; MLL-CXXC / FITC-HOXA9 DNA fluorescence polarization; Potency, µM (series often up to 115 µM), for the others: at the highest dose activity change, negative = inhibition, most hits filed as inhibitors; AID 2662, 2010; active means well fitted inhibition curve with a large enough effect in the polarisation, with a control signal flat, not every such curve was filed as active; inconclusive means small, poorly fitted or top-dose-only effect, or effect the other way, or a change in a side signal; inactive means no such curve, though single readings can be large or run the other way; the % refers to the polarisation; further: potency means the concentration at half of the fitted maximal effect
#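 Steps: dispense CXXC domain solution (7 uM) → pin compounds or unlabeled HOX-A9 DNA control → 5 min ambient → add FLSN-HOX-A9 solution (50 nM) → spin → 30 min ambient → fluorescence polarization. Tris pH 7.5/NaCl/DTT/BSA buffer.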
# Menin MLL FP TR = qHTS Assay for Inhibitors Targeting the Menin-MLL Interaction in MLL Related Leukemias: Competition With Texas Red Labeled MLL-derived Mutant Peptide. O00255. hit rate 0.23% among 270,000. Menin + Texas Red MLL mutant peptide, fluorescence polarization. Potency, µM (top dose mostly 61.6 µM), without a hit: top-dose FP activity change, negative = inhibition, most hits filed as inhibitors; active means well fitted inhibition curve with a large enough effect in the polarisation, with a control signal flat, not every such curve was filed as active; inconclusive means small, poorly fitted or top-dose-only effect, or effect the other way, or a change in a side signal; inactive means no such curve, though single readings can be large or run the other way; the % refers to the polarisation; further: potency means the concentration at half of the fitted maximal effect; % of control where 0% means no effect; many of its hits are not listed in these tables
# ASM inhibitor = Inhibitors of Secretory Acid Sphingomyelinase (S-ASM): qHTS | AID 504937, 2011 | Sphingomyelin phosphodiesterase (Homo sapiens), P17405 | hit rate 0.006% among 340,000 | Potency, µM (top dose mostly 57.5 µM), without a hit: at the top dose activity change, negative = inhibition, hits mostly inhibitors | placental ASM, HMU-PC fluorogenic substrate, 60 min; further: potency means the concentration at half of the fitted maximal effect
# Target sequence (P17405 47-631 limits assumed): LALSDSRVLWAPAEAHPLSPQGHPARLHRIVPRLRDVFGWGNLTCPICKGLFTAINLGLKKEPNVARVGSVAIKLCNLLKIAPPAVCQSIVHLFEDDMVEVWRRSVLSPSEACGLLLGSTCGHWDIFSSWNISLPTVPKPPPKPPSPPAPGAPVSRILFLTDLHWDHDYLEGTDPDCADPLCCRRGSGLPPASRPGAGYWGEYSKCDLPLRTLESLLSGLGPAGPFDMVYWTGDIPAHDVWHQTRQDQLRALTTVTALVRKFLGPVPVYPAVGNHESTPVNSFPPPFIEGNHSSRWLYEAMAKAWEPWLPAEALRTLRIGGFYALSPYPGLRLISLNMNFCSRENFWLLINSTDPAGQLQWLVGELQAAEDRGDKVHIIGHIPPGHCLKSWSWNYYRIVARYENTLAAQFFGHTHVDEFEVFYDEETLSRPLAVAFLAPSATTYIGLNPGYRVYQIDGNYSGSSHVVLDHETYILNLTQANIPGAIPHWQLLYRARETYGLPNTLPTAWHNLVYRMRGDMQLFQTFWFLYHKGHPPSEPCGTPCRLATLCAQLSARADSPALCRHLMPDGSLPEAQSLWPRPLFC
#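 Steps: dispense placental human ASM, pin compound, wait 10 min at room temperature, add HMU-PC0 substrate at 9 uM final, incubate 60 min at 37 °C, add stop solution raising pH to 10, read fluorescence.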
# a7 integrin act = qHTS for Activators of Integrin-Mediated Alleviation for Muscular Dystrophy; Potency, µM (titrated, usually from 38.3 µM), without a hit: at the top dose activation, usual class: activators; alpha7betagal myoblasts, beta-gal FDG fluorescence, 48 h; AID 624291, 2012; hit rate 0.064% among 350,000;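 further: potency means the concentration at half of the fitted maximal effect; 100% = response of the positive control SU9516; nearly all actives have a fitted effect of over 60% in size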
#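 Alpha7betagal+/- myoblasts (passage 13) were plated 16-24 hr, then exposed to compounds (1:260 dilution of DMSO stock) for 48 hours at 37C. After MPER lysis, β-galactosidase reporter activity was read as FDG fluorescence (ex 480/em 540) after 30 minutes.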
# A-T KAP1 phos = qHTS Assay for Identifying a Potential Treatment of Ataxia-Telangiectasia; […] A-T fibroblasts, KAP-1 phosphorylation AlphaLISA; neocarzinostatin DNA damage 30 min before lysis; Potency, µM (series often up to 57.5 µM), inactives show at the highest dose activation, usual class: activators; hit rate 0.19% among 320,000; AID 485349, 2010; further: potency means the concentration at half of the fitted maximal effect; % of control where 0% means no effect; nearly all actives have a fitted effect of over 45% in size
#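 ATM-like activity read as KAP-1 phosphorylation via AlphaLISA donor/acceptor antibody pairs after lysis and 6 hr at 25C. Cells were ATM-null patient fibroblasts ([…], hTERT), dosed 60 min, then exposed to the DSB inducer NCS for 30 min.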
# TSHR antag = Antagonists of the Thyroid Stimulating Hormone Receptor: HTS campaign | Thyrotropin receptor (Homo sapiens), P16473 | TSHR-expressing cells, TSH-stimulated cAMP HTRF, 2 h; active compounds read low | activity change, negative = inhibition, % at 11.5 µM | hit rate 0.2% among 330,000;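 active means activity change below a set negative limit, meaning inhibition stronger than a set level, cut at about -70% in these data; inconclusive means activity change between two set negative limits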; further: on the % scale 0 is the no-effect control and ±100 the full control effect
#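 TSHR-expressing cells were treated with compounds, then stimulated with TSH at EC80 (4nM final) for 2 hours at 37 deg C. Cellular cAMP was measured by HTRF competition between lysate cAMP and cAMP-d2 for a cryptate-labelled anti-cAMP antibody.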
# TSG101-PTAP inh = qHTS Assay for Iinhibitors of HIV-1 Budding by Blocking the Interaction of PTAP/TSG101; Fluorescence polarization, FITC-PTAP peptide / Tsg101 binding; 340,000 tested, under 10 active; Potency, µM (top dose mostly 115 µM), without a hit: at the highest dose activity change, negative = inhibition, most hits filed as inhibitors; active means well fitted inhibition curve with a large enough effect in the main read-out, with a control signal flat, not every such curve was filed as active; inconclusive means small, poorly fitted or top-dose-only effect, or effect the other way, or a change in a side signal; inactive means no such curve, though single readings can be large or run the other way; further: potency means the concentration at half of the fitted maximal effect; % of control where 0% means no effect
# Target sequence (Q99816 whole entry, looked up): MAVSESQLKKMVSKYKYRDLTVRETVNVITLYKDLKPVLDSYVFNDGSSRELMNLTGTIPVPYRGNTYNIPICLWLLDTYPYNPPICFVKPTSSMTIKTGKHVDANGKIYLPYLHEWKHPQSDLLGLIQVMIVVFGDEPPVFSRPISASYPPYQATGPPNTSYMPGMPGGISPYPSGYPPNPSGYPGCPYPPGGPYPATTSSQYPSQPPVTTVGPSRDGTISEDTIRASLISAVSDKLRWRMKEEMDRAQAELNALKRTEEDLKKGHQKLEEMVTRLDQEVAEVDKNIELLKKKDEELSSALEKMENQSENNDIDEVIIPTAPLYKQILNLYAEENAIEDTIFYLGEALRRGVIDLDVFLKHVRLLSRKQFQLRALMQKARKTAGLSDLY
#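 Fluorescence anisotropy tracks displacement of a FITC-tagged PTAP peptide (50 nM) from the Tsg101 binding domain (10 uM), following a 20 min room-temperature incubation at pH 7.5.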
# TCR act = Activators of T cell receptors: qHTS campaign; primary human leukocytes, anti-CD3, IL-2 HTRF, 48 h; Potency, µM (top dose mostly 9.22 µM), for the others: at the top dose activation of IL-2 secretion, actives largely listed as activators; 330,000 tested, under 10 active; AID 504894, 2011; further: % of control where 0% means no effect
#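 IL-2 produced over 48 hr by a-CD3 bead-stimulated primary human leukocytes exposed to compounds was detected with a homogeneous time-resolved FRET immunoassay, 665nm acceptor signal after 320nm excitation.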
# Active calls of the source: *; ? = inconclusive; . = not tested or not shown; [ ] = another dose, or the depositor's remark. Unless noted, the call rests on the fitted dose curve; in most records, active means well fitted curve in the direction sought with a large enough effect; inconclusive means small, poorly fitted or top-dose-only effect, or another doubt; inactive means no such curve, though single readings can be large; an effect the other way counts as inactive or inconclusive. The list is partial, so the mix of outcomes need not match the whole.
SMILES,Mito fusion yeast,MBNL1 CUG block,CXXC DNA block,Menin MLL FP TR,ASM inhibitor,a7 integrin act,A-T KAP1 phos,TSHR antag,TSG101-PTAP inh,TCR act
CC(C)(C#N)NC(=O)c1ccco1,-4%,4%,9%,-10%,4%,11%,16%,0,1%,2%
Cc1ccc(SCCNC(=O)c2ccc(C)c(S(=O)(=O)Nc3cccc(C)c3)c2)cc1,10%,1%,3%,4%,-17%,-30%,2%,-1,1%,.
CC(=O)c1nn(-c2cccc(C(F)(F)F)c2)c(=O)[nH]c1=O,-28%,8%,48%[activator],0%,-2%,0%,0%,-5,0%,1%
Cc1cc(C)n2nc(-c3ccc(Cl)cc3)cc2n1,-4%,33%[activator],-6%,2%,28%,1%,-2%,0,1%,5%
O=C(Nc1ccnc(-c2cccnc2)n1)c1ccc(F)cc1,3%,-4%,1%,-6%,.,.,1%,5,.,.
CCOc1ccc(C(=O)NCCCN(CC)CC)cc1,-3%,5%,-7%,9%,2%,-15%,6%,-6,-2%,.
NC(=O)Cn1c2[n+](c3ccccc31)CC(O)CS2 (centres undefined),0%,-6%,0%,2%,0%,-6%,0%,9,-2%,-1%
CCCC(C)C(=O)Nc1ccc(NC(C)=O)cc1 (centres undefined),0%,5%,-20%,1%,0%,5%,0%,2,-1%,-15%
CCC(c1nnnn1Cc1ccco1)N1CCC(C(N)=O)CC1 (centres undefined),1%,1%,0%,-4%,3%,-14%,12%,27,-3%,1%
COc1cccc(NC(=O)CN(C)C(=O)c2ccc(N3CCCCC3)c([N+](=O)[O-])c2)c1,-4%,.,.,.,-18%,-20%,-11%,-19,2%,3%
C#CCOCCOCCOCCNc1nc(N2CCOCC2)nc(N2CCN(C(=O)[C@H]([C@@H](C)CC)n3cc([C@@H](N)CO)nn3)CC2)n1,-1%,8%,-25%,-25%,5%,17%,-11%,-3,3%,16%
CCN(CC)c1ccc(NC(=O)c2nc3nc(C)cc(C(F)F)n3n2)cc1,6%,22%,3%,-28%,-3%,-4%,11%,0,-1%,9%
Cc1ccc(S(=O)(=O)N2CCCN(S(=O)(=O)c3ccc4c(c3)OCCO4)CC2)cc1,9%,3%,-1%,-2%,-4%,-10%,19%,-7,1%,2%
CCOC(=O)CNC(=O)CNC(=O)c1ccc(OC(C)C)cc1,1%,-12%,8%,.,-1%,2%,-4%,0,-3%,-12%
O=C(Oc1ccnc2cc(Cl)ccc12)N1CCCCCC1,-18%,5%,-3%,-2%,-1%,-51%[inhibitor],15%,-16,-11%,3%
CSCC[C@H](NC(=O)[C@@H]1Cc2ccccc2CN1)C(=O)Nc1cccc(C)c1,9%,-5%,8%,.,4%,-8%,-8%,11,-4%,4%
CN(C)/C=N/C1=C(C#N)C(c2ccc(Br)cc2)c2ccc3ccccc3c2O1 (centres undefined),-12%,1%,-7%,-39%,1%,4%,-4%,-29,0%,0%
O=C(NC(=S)Nc1ccc2c(c1)OCCO2)c1ccccc1,-5%,1%,-9%,24%,17%,-36%[inhibitor],9%,-10,-6%,-2%
Cc1ccc(NC(CC(=O)c2ccccc2)C(=O)O)cc1Cl (centres undefined),-2%,1%,-7%,.,7%,0%,3%,-2,-1%,2%
CCCOc1ccc(/C=N/NC(=O)c2nnn(-c3nonc3N)c2-c2cccs2)cc1OC,-3%,?,0%,.,-11%,-1%,11%,-4,-2%,1%
COCCNC(=O)C(=O)NNS(=O)(=O)c1ccc2ccccc2c1,4%,-4%,0%,3%,-2%,-12%,4%,2,0%,-1%
COc1ccccc1N(C)S(=O)(=O)c1ccc(C(=O)Nc2ccncc2)cc1,-1%,.,.,.,.,0%,3%,-10,-2%,-2%
Cc1cccc(Cn2cc3c(=O)n(Cc4cccc(F)c4)nc-3c3ccccc32)c1,-3%,0%,-13%,-17%,-5%,-1%,5%,1,2%,-3%
O=C1CCCC/C1=C/NCc1ccccc1,-12%,1%,?,-1%,-3%,6%,4%,-5,1%,-2%
CSc1ccc(CNCCN2CCOCC2)cc1,12%,-1%,19%,2%,2%,33%,3%,-9,-4%,-6%
CC(=O)c1c(C)[nH]c(C(=O)OCC(=O)NNC(=O)c2ccc([N+](=O)[O-])cc2)c1C,.,.,.,.,-5%,-1%,20%,-7,0%,-3%[46.1 µM]
COc1ccc(S(=O)(=O)N2CCOC23CCN(S(=O)(=O)c2cccs2)CC3)cc1,13%,.,.,.,1%,11%,3%,3,0%,0%
Cc1nn(CCCC(=O)NCc2ccc(Cl)cc2)c(C)c1[N+](=O)[O-],-2%,-22%,2%,10%,-1%,-21%,2%,-3,-3%,9%[46.1 µM]
COc1cccc(-c2csc(N3CCN(C(=S)Nc4cccc(Cl)c4)CC3)n2)c1,-2%,11%,37%[activator],?,0%,-17%,0%,0,3%,-4%
COc1cc(C)ccc1OCCOCCOc1ccc([N+](=O)[O-])cc1,-1%,24%,-3%,6%,-2%,1%,3%,-5,1%,1%[46.1 µM]
O=C(C[n+]1cccc2ccccc21)c1ccc([N+](=O)[O-])cc1,-8%,?,13%,0%,-2%,-40%,11%,-7,1%,4%
CCOc1ccc(-c2nnn(CC(=O)Nc3cccc(OC)c3)n2)cc1OCC,5%,2%,-5%,35%[activator],0%,-28%,-3%,-6,-2%,-7%
Cn1ccc(C(=O)OCC(=O)Nc2ccccc2Cl)n1,10%,-1%,-2%,-11%,5%,12%,9%,-3,-6%,4%
CCNC(=O)c1cccc(NC(=O)CN2C(=O)NC3(CCCCC3)C2=O)c1,-8%,.,.,.,.,19%,0%,-3,0%,-5%
CCC1=C(OC(=O)N(CC)CC)N2C(=O)OC(=NCCc3c[nH]c4ccccc34)[C@]2(Cc2ccccc2)[C@H]2C1=CC[C@H]1C(=O)N(CC(=O)OC)C(=O)[C@H]12,-13%,-4%,-3%,0%,0%,-9%,-13%,4,0%,3%
COc1ccc(C(=O)Nc2cc3c(oc2=O)CCCC3=O)cc1,?,?,4%,-3%,-2%,5%,10%,27,-1%,.
O=C1CC(N2CCN(c3nc4ccccc4s3)CC2)C(=O)N1Cc1cccs1 (centres undefined),-21%,-9%,6%,-2%,?,-15%,4%,-29,-2%,-2%
COc1ccc(/C=C/C(=O)OCC(=O)Nc2ccc(Cl)c(S(=O)(=O)N(C)C)c2)cc1OC,-12%,?,0%,11%,-11%,-16%,1%,-20,-6%,4%[46.1 µM]
CCN1CCN(c2cc(C)c3cc(NC(=O)CCC(=O)N4CCN(c5ccccc5)CC4)ccc3n2)CC1,3%,-7%,22%,-11%,281%[activator],-27%,-4%,-5,-3%,-2%
COc1ccc([C@@H](OC)[C@@]2(Cc3ccc(O)cc3)N=C(N)N(C)C2=O)cc1,-12%,.,.,.,-1%,20%,-5%,11,-3%,2%
O=C1N[C@H](Cc2ccccc2)COC(=O)[C@H](Cc2ccc(F)cc2)C/C=C\C[C@@H]1CC(=O)N(CCO)Cc1ccccc1,.,.,.,.,-5%,-10%,-8%,-21,.,-1%
O=C(NNC(=O)C1C2CCCCC21)c1coc(=O)c(Br)c1 (centres undefined),3%,18%,17%,.,487%[activator],-22%,6%,-1,-7%,3%
COc1ccc(CNC(=O)CN(Cc2ccccc2Cl)C(=O)c2csnn2)cc1,3%,1%,9%,.,-2%,13%,7%,-3,-3%,-5%
N#CCCn1nnc2ccccc21,0%,-1%,3%,.,2%,-12%,1%,16,-5%,-3%
O=C(NCc1nc(-c2ccccc2)no1)c1ccc2c(c1)OCO2,0%,2%,-4%,-1%,1%,19%,6%,-8,-1%,0%
